Compound activity deposited in PubChem BioAssay by Small Molecule Screening Facility, UW Madison.
PriA SSB inh – blocks PriA binding to SSB C-terminal tail | AlphaScreen SSBct-PriA binding, biotinylated peptide | inhibition, % at 33 µM | AID 1272365 | 430,000 compounds, 0.6% hits; in the data active = inhibition mostly above about 37%, no sharp cut-off; inactive = mostly below about 20%;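 also: plate controls were negative control peptide for no effect and reference peptide for full effect; strong numbers were not always called active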
* = called active by the depositor; & = joins results of further samples.

A first look, 3 compounds:
SMILES | PriA SSB inh
O=C(CNC(=O)c1ccccc1Br)Nc1ccc(Br)cc1C(=O)c1ccccc1 | -10&-7
Clc1ccc(OCCn2ncc3ccccc32)cc1 | -86
O=C(Nc1ccc(-c2nc3ccccc3[nH]2)cc1)c1cc(=O)c2ccccc2o1 | -12

The whole of this part, previewed entries included:
SMILES | PriA SSB inh
O=C(CNC(=O)c1ccccc1Br)Nc1ccc(Br)cc1C(=O)c1ccccc1 | -10&-7
Clc1ccc(OCCn2ncc3ccccc32)cc1 | -86
O=C(Nc1ccc(-c2nc3ccccc3[nH]2)cc1)c1cc(=O)c2ccccc2o1 | -12
COC(=O)c1ccc(S(=O)(=O)NCC2CCN(c3nccnc3C#N)CC2)cc1 | -18
CN(C)S(=O)(=O)c1ccc(C(=O)NCCC(O)C2CC2)cc1 (stereo not drawn) | -1
NC(=NOC(=O)c1ccc(Br)cc1)c1ccccc1 | -8
O=C(Cn1ccc2ccccc21)N1CC(c2nc(-c3ccccn3)no2)C1 | -3
CCOC(=O)C1=C(c2ccccc2)N=C(SCC(=O)N(CC)CC)C(C#N)C1c1ccco1 (stereo not drawn) | 3
CC12CCC(O)CC1CCC1C2CCC2(C)C(O)/C(=C/c3ccccc3Cl)CC12 (stereo not drawn) | 2
CNC(=O)c1cccc(-c2noc(C3CN(S(=O)(=O)c4cccc(Cl)c4C)C3)n2)c1 | -2
CC(C)(C)c1csc(NC(=O)c2ccc(C#N)cc2)n1 | -12
COC(=O)N1CCc2ccc(NC(=O)CSCc3ccccc3)cc2C1 | -3
CCC(=O)Nc1nnc(SCc2cc(=O)c(OC(=O)c3ccccc3F)co2)s1 | -6
O=C(CSc1ccc(-c2ccc(-n3cccn3)cc2)nn1)Nc1ccc(F)c(F)c1 | -13
CCOc1ccccc1NC(=O)Cn1c(=O)c(CNc2ccc(C)cc2)cc2cc3c(cc21)OCCO3 | 7
O=C(Nc1nc2c(s1)CN(C(=O)c1ccc[nH]c1=O)CC2)c1ccsc1 | -10
COCCCN1C(=O)CC(Nc2ccc(OC)cc2)C1=O (stereo not drawn) | 5
O=C(Nc1nccs1)C1CCN(c2ccc(-c3ccco3)nn2)CC1 | 2
Cc1ccc(NC(=O)Nc2nc(-c3ccccc3)cs2)cc1 | -6
COC(=O)N1CCC(CNC(=O)c2csc(-c3ccccc3)n2)CC1 | -3
Cc1cc(Cl)ccc1NC(=O)C12CCC(C)(C(=O)C1=O)C2(C)C (stereo not drawn) | -13
COc1cccc(-c2cc(C(=O)N3CC(S(=O)(=O)CC(C)C)C3)n(C)n2)c1 | -3
CC(C)CS(=O)(=O)Nc1ccc2c(c1)CCCN2S(=O)(=O)c1ccc(F)cc1 | 8
COC(=O)c1ccc(NC(=O)c2csc3nc(-c4ccc(F)cc4)cn23)cc1 | -5
O=C(NCCn1ccc(-c2ccccn2)n1)c1ccccc1C(F)(F)F | 6
Later entries:
SMILES | PriA SSB inh
NCCSc1ccccc1C(=O)O | 7&9
Cc1ccc(NC(=O)CC(C)n2nc(C)c(Br)c2C)cc1Cl (stereo not drawn) | -28&-7
O=C(CSc1nnc(-c2ccncc2)o1)c1ccc([N+](=O)[O-])cc1 | -1
COc1ccccc1-n1ncc2c(=O)[nH]c(=S)[nH]c21 | -8
O=C(C=CNc1ccc([N+](=O)[O-])cc1Br)c1cccc2ccccc12 | 4
COC(=O)c1ccc(Cn2nc(-c3ccccc3)c3sc(N4CCCC4)nc3c2=O)cc1 | -4
Cc1nn(CC(=O)N2CCN(c3ccccc3)CC2)c(=O)c2c1cnn2C(C)(C)C | 3
Cc1ccc(C=NNC(=O)C2CN(S(=O)(=O)c3ccccc3)CCN2S(=O)(=O)c2ccccc2)cc1 (stereo not drawn) | 6
O=C(NCc1ccccn1)C1CCCN(c2ccc(-c3ccc(Cl)cc3)nn2)C1 (stereo not drawn) | -7
C=CCn1c(SCC(=O)C(C)(C)C)nc2ccccc2c1=O | -17
CC(=O)c1c(O)nc2ccccn12 | 4
O=C(NCC#CCOc1ccc2c(c1)OCO2)C1(c2ccccc2)CCOCC1 | 12
O=C(NCc1ccc2c(c1)OCO2)c1sc2ccccc2c1Cl | 5
Cc1ccc(N2CCCS2(=O)=O)cc1NC(=O)Nc1ccc(F)cc1 | -21
CSc1ccc([C@@H](O)CNC(=O)COc2ccc(F)cc2)cc1 | -6
Cc1cccc(C)c1NC(=O)c1ccc(=O)n(C)n1 | -13
Cc1ccc(Nc2nc(N(C)C)nc3nccnc23)c(C)c1 | -54
COc1ccc(S(=O)(=O)Nc2ccc3c(c2)CCC(=O)N3)cc1Cl | 4
COc1cccc2cc(C(=O)N3CCC4(CC3)OCCS4)oc12 | -2
Cc1cc(C)c2nc(C)cc(NC(=O)/C=C/c3ccco3)c2c1 | 3
COC(=O)c1c(NC(=O)c2cc3cccc(OC)c3o2)sc2c1CCCC2 | 8
C=CCCC(=O)NC[C@](C)(OC)c1cccc(Cl)c1 | 4
Cc1cc(=O)[nH]c(-n2nc(C)cc2NC(=O)C(=O)NCC2CCCO2)n1 (stereo not drawn) | 15
O=C(NCCC(O)c1ccsc1)Nc1cccc(C(F)(F)F)c1 (stereo not drawn) | -9
Cc1cc([C@@H](O)CCNS(=O)(=O)c2ccc(Br)s2)c(C)o1 | -1

Ordered by molar mass (descending): some entries from above.
SMILES | PriA SSB inh
COC(=O)c1ccc(Cn2nc(-c3ccccc3)c3sc(N4CCCC4)nc3c2=O)cc1 | -4
O=C(NCCC(O)c1ccsc1)Nc1cccc(C(F)(F)F)c1 (stereo not drawn) | -9
CC(=O)c1c(O)nc2ccccn12 | 4

Back to the main list, starting 3 compounds before the break.
SMILES | PriA SSB inh
Cc1cc(=O)[nH]c(-n2nc(C)cc2NC(=O)C(=O)NCC2CCCO2)n1 (stereo not drawn) | 15
O=C(NCCC(O)c1ccsc1)Nc1cccc(C(F)(F)F)c1 (stereo not drawn) | -9
Cc1cc([C@@H](O)CCNS(=O)(=O)c2ccc(Br)s2)c(C)o1 | -1
COc1ccc(C(=O)ON=C2C(=O)N(C)c3ccccc32)cc1 | -16
O=C(COc1ccccc1)N1CCC(CNC(=O)N2CCNC2=O)CC1 | -13
C[C@@](O)(CNC(=O)C(=O)Nc1ccccc1C(F)(F)F)Cc1ccco1 | -10
CCOc1ccc(NC(=O)c2ccc(S(=O)(=O)c3ccc(C)c(C)c3)nc2)cc1 | -11
CC(C)c1cc(=O)n2c(n1)SCC2CC(=O)N1CCN(c2ccc(F)cc2)CC1 (stereo not drawn) | -7
O=C(NNC(=O)c1cccn(Cc2cccc(Cl)c2)c1=O)Nc1cccs1 | -9
COc1ccc(C2=NN(C(=O)CSc3nc4ccccc4o3)C(c3ccc(OC)cc3)C2)cc1 (stereo not drawn) | -12
COc1ccc(/C=C/C(=O)NCC(=O)NN=Cc2cc(Br)ccc2OC)cc1 | -2
COc1cccc(-c2cc(=O)n(CC(=O)Nc3cc(Cl)c(OC)cc3OC)c(C)n2)c1 | -8
CS(=O)(=O)c1ccc(-c2ccc(NS(=O)(=O)c3ccccc3C(F)(F)F)cc2)nn1 | -1&10
COc1ccc(-c2noc(C3CCN(S(=O)(=O)c4ccc(C)c(C)c4)CC3)n2)c(OC)c1 | -2
COc1ccc(CNC(=O)NCCn2ccnc2-c2ccccn2)cc1OC | -11
CO[C@@H](CNS(=O)(=O)c1ccc2c(c1)OCCO2)c1ccc(C)s1 | -7
CSc1ncccc1C(=O)N1CCC(CNC(=O)c2ccc(Cl)s2)CC1 | -11
CS(=O)(=O)N1CCC(CNC(=O)C2CC=CCC2)CC1 (stereo not drawn) | 3
CCOc1ccc(C2C(=C(O)c3ccc4c(c3)CC(C)O4)C(=O)C(=O)N2CCCn2ccnc2)cc1 (stereo not drawn) | 6
COc1ccc(O)c(C=NNC(=O)c2ccc(CSc3nc(C)cc(C)n3)cc2)c1 | -3
COc1ccc(Cl)cc1NC(=O)Cn1cnc2c(-c3ccccc3)csc2c1=O | -22
O=C1CNC(=S)N1CCN1CCOCC1 | 2
Cc1cccc(NC(=O)Cn2nc(C3CCN(S(C)(=O)=O)CC3)n(C)c2=O)c1C | -11
COc1ccc(Cc2nnc(C3CCN(S(=O)(=O)c4ccc(F)cc4)CC3)s2)cc1 | -25
COc1ccccc1C(=O)NCCn1ncc2c(N3CCCC3)nc(SC)nc21 | -5
CC1(C)Cc2c(sc(N=CN3CCCC3)c2C#N)C(C)(C)N1 | -7
CCOc1cccc2sc(N(Cc3ccccc3)C(=O)CS(=O)(=O)c3ccc(F)cc3)nc12 | 0
O=C1c2ccccc2C(=O)N1CCc1nc(-c2cnccn2)no1 | -19

Reprinted at random: 2 records from the list.
SMILES | PriA SSB inh
O=C(NNC(=O)c1cccn(Cc2cccc(Cl)c2)c1=O)Nc1cccs1 | -9
CC(C)c1cc(=O)n2c(n1)SCC2CC(=O)N1CCN(c2ccc(F)cc2)CC1 (stereo not drawn) | -7

Next structures.
SMILES | PriA SSB inh
CC(Oc1ccccc1)C(=O)N1CCN=C1SCc1ccc(Br)cc1 (stereo not drawn) | 0
O=C(NCC[C@H]1CCCCN1S(=O)(=O)c1ccc(Cl)cc1)C(=O)Nc1ccccc1Cl | 1
COc1ccc(CCC(=O)Nc2ccc(SCC(=O)N3CCCC3)nn2)cc1 | 2
CCOC(=O)Nc1cc(C)nn1-c1nc(-c2ccc(OCC)cc2)cs1 | -5
CCn1c2ccccc2c2cc(N3C(=O)C4C5C=CC(C5)C4C3=O)ccc21 (stereo not drawn) | -5
Cc1ccc(Nc2nc(NCCCc3ccccc3)nc3nccnc23)cc1 | -20
CCSc1ccccc1C(=O)N1CCN(C(=O)c2cnn3ccccc23)CC1 | -15
O=C(Nc1ccc(N2CCOCC2)cc1)c1ccco1 | 16
O=C(O)CCC(=O)Nc1ccc(Br)cc1 | -11
CC(CCC(C)C)=NNS(=O)(=O)c1ccc(C)c([N+](=O)[O-])c1 | -10
O=C(N/N=C\c1cc([N+](=O)[O-])ccc1O)C1(O)c2ccccc2-c2ccccc21 | -13
Cc1ccnc2ccc(C(=O)O)cc12 | -7
NN=C(c1ccccc1)C12CN3CN(CN(C3)C1)C2 | -14
Cc1ccccc1C(=O)NC(CCC(=O)NN)C(=O)NN (stereo not drawn) | 1
C=C(C)CN1CCN(CC(O)COc2ccc(OCC(O)CN3CCN(CC(=C)C)CC3)cc2)CC1 (stereo not drawn) | 1&2
CC(=O)c1sc(NN=Cc2ccc(C(C)C)cc2)nc1C | -15
O=C(Cc1ccc(F)cc1)N1CCCC(c2nnc(-c3cccs3)o2)C1 (stereo not drawn) | -14
CN(C)Cc1c(C(=O)NN=Cc2ccccc2OCc2c(F)cccc2Cl)nnn1-c1nonc1N | -3
COC(=O)c1ccc(S(=O)(=O)Nc2cccc(-c3cnc4n3CCC4)c2)cc1 | -7
CC(=NOC(=O)c1ccc(F)cc1)c1ccc(F)c(F)c1 | -10
CC1CCC(C(C)C)C(OC(=O)CCCN2C(=O)c3cccc4cccc(c34)C2=O)C1 (stereo not drawn) | 12
Cc1nn(-c2ccccc2)c(Cl)c1C=NNc1ccc(S(=O)(=O)Nc2ccccc2C(=O)O)cc1[N+](=O)[O-] | 45*
CCOC(=O)c1c(NC(=O)c2ccc(C(=O)OC)cc2)sc2c1CCC(C)C2 (stereo not drawn) | -4
COC(=O)C1CC(Oc2ccccc2F)CN1C(=O)Cn1cnc2ccccc2c1=O (stereo not drawn) | -4
O=C(c1csc(Nc2ccccc2)n1)N1CCN(c2ncccn2)CC1 | -10&6
Further results follow:
SMILES | PriA SSB inh
CC(=NNC(=O)C1CC1)c1ccc(OC(F)F)cc1 | -3
Cc1sc(NC(=O)c2ccc3ncsc3c2)nc1-c1ccccc1 | -23
COC(=O)c1ccnc(C2=C(O)CCCC2)c1 | -10
CC(=O)Nc1ccc(S(=O)(=O)N2CCN(CCn3cccn3)CC2)cc1 | -6
Cc1cc(NC(=O)CN2C(=O)CCC2=O)n(-c2nc3ccccc3s2)n1 | -11
O=C(NCc1nn(CCN2CCCC2)c(=O)c2ccccc12)c1cc(-c2cccs2)[nH]n1 | 3
COc1cccc(C=NNC(=O)c2cccc3ccccc23)c1OC | -13
COc1ccc2nc(-c3ccc(NS(=O)(=O)c4cc(F)ccc4OC)cc3)cn2n1 | -3
CC(CCc1ccccc1)=NNC(=O)CC(=O)NCCc1ccccc1 | -5
O=c1oc2cc(S(=O)(=O)N3CCOCC3)ccc2n1Cc1ccc([N+](=O)[O-])cc1 | 48*
CCCN1CCCc2cc(CCNC(=O)C(=O)Nc3c(C)cccc3C)ccc21 | 35
CCn1c(SCC(=O)NCCCc2ccccc2)nc2c(-c3ccc(C)cc3)csc2c1=O | -5
CC(=O)Nc1ccc(SCCCC(=O)Nc2cnc3ccccc3c2)nn1 | -7
O=C(Nc1nnc(-c2ccc3c(c2)OCO3)o1)c1cccs1 | -28
CCc1nc(OCC(=O)Nc2ccccc2C(F)(F)F)c2ccccc2n1 | -16
CCNC(=O)c1sc(NS(=O)(=O)c2ccccc2)nc1C | 2
CCn1nnc2c(NCc3ccccc3OC)ncnc21 | -5
O=C(CSc1nc2ccccc2s1)NN=Cc1ccco1 | -5
COc1ccc(NC(=O)ON=C2CCCc3ccc(OC)cc32)cc1 | -14
O=c1c(C=NN2CCOCC2)c(O)n(-c2ccccc2)c(=S)n1-c1ccccc1 | 5
CCOC(=O)c1oc2ccccc2c1NC(=O)c1c(-c2ccccc2Cl)noc1C | -9&-4
COc1cccc(NC(=O)c2cnc(SCc3ccc(F)cc3)n(C)c2=O)c1 | -15
CC(=NNC(=O)c1ccc(NS(=O)(=O)c2cccs2)cc1)c1ccc2c(c1)OCO2 | -1
CN(c1ccccc1)S(=O)(=O)c1c(-c2cccc(F)c2)csc1C(=O)NCc1ccc(F)cc1 | -14
Cc1ccc(C)c(C(=O)N(CCn2cccn2)c2nc3c(F)cccc3s2)c1 | -13
Cc1ccc(-c2nnc(SCC(=O)NN=Cc3ccc(C)s3)n2-c2ccccc2)cc1 | -12

This is a subset; count on the stated rates, not on these rows.
